N370S GC = inhibits or activates N370S mutant glucocerebrosidase. N370S GC spleen homogenate, 4MU-glucoside fluorescence. Potency, µM (highest dose often 59.4 µM), for the others: at the top dose activity change, negative = inhibition, most hits filed as inhibitors. actives 0.092% (n = 330,000). AID 2101;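 further: 0% = full enzyme activity and -100% = no enzyme basal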
DT40 TDP1 CPT = DT40-hTDP1 cell growth loss with CPT; chicken DT40 Tdp1-/-;hTDP1 cells + 20 nM CPT, ATP luminescence, 48 h; Potency, µM (top dose mostly 46.2 µM), for the others: top-dose activity change, negative = growth inhibition, usual class: inhibitors; AID 686979; actives 12% (n = 420,000); further: nearly all actives have a fitted effect of over 55% in size
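Cell growth measured by CellTiter-Glo luminescence after a minimum 48 h, 37 C compound exposure with 20 nM CPT in Tdp1-knockout DT40 cells stably expressing hTDP1, seeded 400/well; qHTS titration format.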
FEN1 inhibitor = human FEN1 inhibition; Recombinant FEN1 flap cleavage, fluorescence, 15 min; Potency, µM (series often up to 114 µM), inactives show top-dose activity change, negative = inhibition, usual class: inhibitors; P39748; actives 0.35% (n = 390,000); further: nearly all actives have a fitted effect of over 65% in size
Target sequence (P39748 whole entry, looked up): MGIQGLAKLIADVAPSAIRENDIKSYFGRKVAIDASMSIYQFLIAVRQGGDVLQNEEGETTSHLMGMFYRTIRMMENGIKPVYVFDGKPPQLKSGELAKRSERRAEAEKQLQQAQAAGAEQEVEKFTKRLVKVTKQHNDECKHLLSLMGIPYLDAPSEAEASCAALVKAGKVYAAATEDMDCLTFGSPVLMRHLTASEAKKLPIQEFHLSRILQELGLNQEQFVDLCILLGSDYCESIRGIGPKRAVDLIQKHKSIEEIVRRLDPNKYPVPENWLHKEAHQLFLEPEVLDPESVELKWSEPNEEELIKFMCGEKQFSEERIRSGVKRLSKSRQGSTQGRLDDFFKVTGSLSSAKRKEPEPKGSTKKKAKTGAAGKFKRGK
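Potency values derive from four-parameter Hill fits of normalized qHTS data. The reaction used 10 nM FEN1 preincubated 15 min at room temperature with compound, then 50 nM DNA substrate, read at 0 and 15 min.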
The depositor's hits bear a star; & = joins results of further samples; [ ] = remark or other dose. The call rests on the fitted dose curve; in most records, active means well fitted curve in the direction sought with a large enough effect; inconclusive means small, poorly fitted or top-dose-only effect, or another doubt; inactive means no such curve, though single readings can be large; an effect the other way counts as inactive or inconclusive. Unless noted, on the % scale 0 is the no-effect control and ±100 the full control effect; potency means the concentration at half of the fitted maximal effect.

The opening 2 compounds, to show the layout:
How did Cc1cc(Cl)c(S(=O)(=O)N2CCCC2)cc1OCC(N)=O do in these assays?
N370S GC: 0%; DT40 TDP1 CPT: 3%; FEN1 inhibitor: 3%

How did Cc1cc(NC(=O)COc2nnc(-c3ccccc3)c3ccccc23)no1 do in these assays?
N370S GC: -1%; DT40 TDP1 CPT: -24%; FEN1 inhibitor: -1%

All compounds of this part, previewed entries included:
How did Cc1cc(Cl)c(S(=O)(=O)N2CCCC2)cc1OCC(N)=O do in these assays?
N370S GC: 0%; DT40 TDP1 CPT: 3%; FEN1 inhibitor: 3%

How did Cc1cc(NC(=O)COc2nnc(-c3ccccc3)c3ccccc23)no1 do in these assays?
N370S GC: -1%; DT40 TDP1 CPT: -24%; FEN1 inhibitor: -1%

How did COc1cc(=O)[nH]c(SC(C)C(=O)Nc2ccc3ccccc3c2)n1 (stereo unspecified) do in these assays?
N370S GC: 4%; DT40 TDP1 CPT: -1%; FEN1 inhibitor: -1%

How did O=C(O)c1ccc(N(c2ccccc2)c2ccccc2)cc1 do in these assays?
N370S GC: 8%; DT40 TDP1 CPT: 1%; FEN1 inhibitor: -3%

Results for Cc1nn(Cc2ccccc2)c(C)c1C(=O)NCCN1C(=O)S/C(=C\c2ccc(F)cc2)C1=O ?
N370S GC: 23%; DT40 TDP1 CPT: 16µM*; FEN1 inhibitor: 8%

Results for COc1cccc(N2CCN(C(=O)CCS(=O)(=O)c3ccc4c(c3)CC(=O)N4C)CC2)c1 ?
DT40 TDP1 CPT: inconclusive; FEN1 inhibitor: 0%

Results for COc1ccc(NC(=O)CN(C)C(=O)c2cc(-c3ccc(Cl)cc3)nc3ccccc23)cc1 ?
N370S GC: -11%; DT40 TDP1 CPT: inconclusive; FEN1 inhibitor: 16%

How did CC(C)Oc1ccc(OCCCN2CCCCCC2)cc1 do in these assays?
N370S GC: 0%; DT40 TDP1 CPT: -1%; FEN1 inhibitor: 6%

How did CCOC(=O)N1CCN(C(=O)CN(c2cccc(C(F)(F)F)c2)S(=O)(=O)c2ccccc2)CC1 do in these assays?
N370S GC: -1%; DT40 TDP1 CPT: -26%; FEN1 inhibitor: 2%

Results for CCC(=O)NCc1c(C)c(C)n(Cc2ccccc2)c1-n1cccc1 ?
N370S GC: -13%; DT40 TDP1 CPT: -21%; FEN1 inhibitor: 1%

How did Cc1ccc(NC(=O)COc2coc(CN3CCc4ccccc4C3)cc2=O)cc1Cl do in these assays?
N370S GC: -20%; DT40 TDP1 CPT: inconclusive; FEN1 inhibitor: 2%

How did Cc1cc(C)cc(NC(=S)N2C3CCCC2CC(NC(=O)C2CC2)C3)c1 (stereo unspecified) do in these assays?
N370S GC: -9%; DT40 TDP1 CPT: -11%; FEN1 inhibitor: 1%

How did CCC(C)NC(=O)c1cc(-c2cccc(OC)c2)on1 (stereo unspecified) do in these assays?
DT40 TDP1 CPT: 17%; FEN1 inhibitor: 14%

What do the screens show for `CCSc1nc(O)cc(=O)[nH]1`?
N370S GC: 18%; DT40 TDP1 CPT: 4%; FEN1 inhibitor: 18%

How did COc1ccc(Cl)cc1N1C(=O)CN(Cc2cc(OC)c(OC)c(OC)c2)C1=S do in these assays?
N370S GC: 6%; DT40 TDP1 CPT: 15µM*; FEN1 inhibitor: -22%

Retrieved by compound from above:
How did CCC(C)NC(=O)c1cc(-c2cccc(OC)c2)on1 (stereo unspecified) do in these assays?
DT40 TDP1 CPT: 17%; FEN1 inhibitor: 14%

How did Cc1cc(C)cc(NC(=S)N2C3CCCC2CC(NC(=O)C2CC2)C3)c1 (stereo unspecified) do in these assays?
N370S GC: -9%; DT40 TDP1 CPT: -11%; FEN1 inhibitor: 1%

Results for CCC(=O)NCc1c(C)c(C)n(Cc2ccccc2)c1-n1cccc1 ?
N370S GC: -13%; DT40 TDP1 CPT: -21%; FEN1 inhibitor: 1%

What do the screens show for `CCSc1nc(O)cc(=O)[nH]1`?
N370S GC: 18%; DT40 TDP1 CPT: 4%; FEN1 inhibitor: 18%

How did O=C(O)c1ccc(N(c2ccccc2)c2ccccc2)cc1 do in these assays?
N370S GC: 8%; DT40 TDP1 CPT: 1%; FEN1 inhibitor: -3%

How did Cc1cc(NC(=O)COc2nnc(-c3ccccc3)c3ccccc23)no1 do in these assays?
N370S GC: -1%; DT40 TDP1 CPT: -24%; FEN1 inhibitor: -1%

Later entries.
How did C[C@@]12CC(=O)NC1N(C(=O)c1ccccc1)C(c1ccccc1OC(=O)c1ccccc1)C2 (stereo partly specified) do in these assays?
N370S GC: 10%; DT40 TDP1 CPT: -17%; FEN1 inhibitor: -2%

Results for CC(C)Nc1nc2n(c(=O)n1)CCN2C(C)C ?
N370S GC: -2%; DT40 TDP1 CPT: 2%; FEN1 inhibitor: -1%

What do the screens show for `CC(=O)Nc1nonc1-c1nnc(SCC(=O)Nc2ccc(C)cc2C)n1C`?
DT40 TDP1 CPT: -26%; FEN1 inhibitor: -2%

How did CCOC(=O)CCNC(=O)N1CCCC(C(=O)c2cc(C)c(OC)c(C)c2)C1 (stereo unspecified) do in these assays?
N370S GC: -5%; DT40 TDP1 CPT: inconclusive; FEN1 inhibitor: 4%

What do the screens show for `CC1(C)CC(=O)C2=C(C1)OC(N)=C(C#N)C2c1cn(-c2ccccc2)nc1-c1ccc(F)cc1` (stereo unspecified)?
N370S GC: 11%; DT40 TDP1 CPT: 15µM*; FEN1 inhibitor: 0%

What do the screens show for `CC1=C(C(=O)O)CC(S(=O)(=O)O)C1(C)C` (stereo unspecified)?
DT40 TDP1 CPT: 6%; FEN1 inhibitor: -2%

How did CC(=O)N1CCCc2cc(S(=O)(=O)N3CCN(C4CCCCC4)CC3)ccc21 do in these assays?
N370S GC: -5%; DT40 TDP1 CPT: -12%; FEN1 inhibitor: -11%

How did COc1ccc(Br)c2c1C(=O)CC2 do in these assays?
N370S GC: -6%; DT40 TDP1 CPT: 6%; FEN1 inhibitor: -6%

How did CC(C)(C(=O)O)n1cncn1 do in these assays?
N370S GC: 8%; DT40 TDP1 CPT: 15%; FEN1 inhibitor: 0%

Results for CC(=O)OCC1=C(C(=O)O)N2C(=O)C(NC(=O)CSc3ccncc3)[C@@H]2SC1 (stereo partly specified) ?
N370S GC: -3%; DT40 TDP1 CPT: -2%

What do the screens show for `CCN(C)c1ccc(/C=C/c2ccnc3ccccc23)cc1`?
DT40 TDP1 CPT: 11µM*; FEN1 inhibitor: -5%

What do the screens show for `Cc1nn(Cc2ccccc2Cl)c(C)c1C(=O)NC1=NCCS1`?
N370S GC: 6%; DT40 TDP1 CPT: 0%; FEN1 inhibitor: 2%

What do the screens show for `O=C(O)C[C@H]1c2ccc(C(F)(F)F)cc2S(=O)(=O)N1Cc1ccccc1`?
DT40 TDP1 CPT: 1%&-10%; FEN1 inhibitor: -10%&14%

How did CCOC(=O)c1cccc(NC(=O)NCCc2c(C)nn(C)c2C)c1 do in these assays?
DT40 TDP1 CPT: -14%; FEN1 inhibitor: -3%

Results for CC[C@@]1(C(=O)OC)N[C@H](CN(C)C(=O)C2CCCCC2)[C@@H]2C(=O)N(C)C(=O)[C@@H]21 ?
DT40 TDP1 CPT: -13%; FEN1 inhibitor: 7%

Results for COc1ccccc1N(C)S(=O)(=O)c1ccc(Cl)c(C(=O)OCc2c(C)noc2C)c1 ?
N370S GC: -3%; DT40 TDP1 CPT: inconclusive; FEN1 inhibitor: -4%

What do the screens show for `CCn1c(SCc2ccc(Cl)cc2)nnc1-c1ccccc1`?
N370S GC: 9%; DT40 TDP1 CPT: inconclusive; FEN1 inhibitor: 0%

Results for CCc1noc(C)c1C(=O)N1CCCC(C(=O)c2ccc(OC)c(F)c2)C1 (stereo unspecified) ?
N370S GC: 24%; DT40 TDP1 CPT: -8%; FEN1 inhibitor: -3%

What do the screens show for `CCOP(=O)(c1ccccc1)c1nc(-c2ccccc2Cl)oc1N1CCCCC1` (stereo unspecified)?
N370S GC: -1%; DT40 TDP1 CPT: inconclusive; FEN1 inhibitor: inconclusive

How did CCN(CC)c1ccc(C2C(C(N)=O)=C(C)Nc3nc(SCc4ccccc4Cl)nn32)cc1 (stereo unspecified) do in these assays?
DT40 TDP1 CPT: inconclusive; FEN1 inhibitor: -7%

Results for O=C(COC(=O)/C=C/c1cccc(Br)c1)NC1CCCC1 ?
DT40 TDP1 CPT: 2%; FEN1 inhibitor: -2%

What do the screens show for `Fc1ccc(-c2csc(/C=C/c3ccc4c(c3)OCO4)n2)cc1`?
N370S GC: 19%; DT40 TDP1 CPT: -6%; FEN1 inhibitor: -1%

Results for CCc1ccccc1NC(=O)c1sc2nc(C)cc(COC)c2c1N ?
DT40 TDP1 CPT: inconclusive; FEN1 inhibitor: 0%

What do the screens show for `O=C(O)c1cc(-c2ccc3ccccc3n2)nc2ccccc12`?
N370S GC: 0%; DT40 TDP1 CPT: -17%; FEN1 inhibitor: 12%

Results for CN(Cc1cccs1)C(=O)/C=C/c1ccccc1[N+](=O)[O-] ?
N370S GC: inconclusive; DT40 TDP1 CPT: -4%; FEN1 inhibitor: 4%

What do the screens show for `COc1ccc2c(c1OC)C(=O)N(c1ccc(C)c(C)c1)C2=O`?
N370S GC: 1%; DT40 TDP1 CPT: -5%; FEN1 inhibitor: -1%

How did COc1ccc(C2C=C3CNS(=O)(=O)C3CC2OC(=O)c2cccc(C)c2)cc1 (stereo unspecified) do in these assays?
N370S GC: -9%; FEN1 inhibitor: -8%

Results for CCc1cc2c(=O)[nH]c(COC)nc2s1 ?
N370S GC: -20%; DT40 TDP1 CPT: 19%; FEN1 inhibitor: 3%

Results for CCc1ccc(NC(=O)Cn2c(=O)n(CCC(=O)NCCc3ccc(OC)c(OC)c3)c(=O)c3ccccc32)cc1 ?
DT40 TDP1 CPT: -4%; FEN1 inhibitor: -14%

What do the screens show for `Cc1cc(C)nc(NCc2ccc(Cl)cc2)n1`?
N370S GC: -5%; DT40 TDP1 CPT: -1%; FEN1 inhibitor: -1%

How did CCC(=O)Nc1cccc2c1C(=O)N(C)C2=O do in these assays?
N370S GC: 24%; DT40 TDP1 CPT: -12%; FEN1 inhibitor: -5%

What do the screens show for `COc1ccc(CNC(=O)C2CCN(S(=O)(=O)Cc3ccccc3)CC2)cc1`?
DT40 TDP1 CPT: inconclusive; FEN1 inhibitor: 2%

What do the screens show for `Cc1cnc(C(=O)N2CCCC(N3CCN(c4cccc(C(F)(F)F)c4)CC3)C2)cn1` (stereo unspecified)?
N370S GC: -6%; DT40 TDP1 CPT: 23µM*; FEN1 inhibitor: -4%

How did Cc1nc(=O)c(-c2ccccc2)c(C)n1CCCCCC(=O)O do in these assays?
N370S GC: 3%; DT40 TDP1 CPT: 5%; FEN1 inhibitor: -2%

Results for C=CCn1cc(-c2cccc(C(F)(F)F)c2)cc(C#N)c1=O ?
N370S GC: 22%; DT40 TDP1 CPT: 22%; FEN1 inhibitor: 3%

What do the screens show for `O=[N+]([O-])c1ccc(NC(=S)N2CCN(S(=O)(=O)c3ccccc3)CC2)cc1`?
N370S GC: -12%; DT40 TDP1 CPT: inconclusive; FEN1 inhibitor: -13%

What do the screens show for `CCOC(=O)C(NC(=O)NC1CCCCC1)(c1ccccc1)C(F)(F)F` (stereo unspecified)?
N370S GC: 0%; DT40 TDP1 CPT: inconclusive; FEN1 inhibitor: 33%

What do the screens show for `CCc1nnc(NC(=O)CSc2nnc3c4ccccc4n(C)c3n2)s1`?
N370S GC: 5%[2.35 µM]; DT40 TDP1 CPT: -5%; FEN1 inhibitor: -5%

What do the screens show for `CC(NC(=O)COC(=O)c1ccc(N(C)C)cc1)c1ccccc1` (stereo unspecified)?
N370S GC: -18%; DT40 TDP1 CPT: inconclusive; FEN1 inhibitor: 1%

Results for CC(c1cc2ccccc2s1)N(O)C(N)=O (stereo unspecified) ?
N370S GC: -5%&1%; DT40 TDP1 CPT: -2%

How did COc1cc(OC)c2c(c1C(CCN1CCN(c3ccccc3)CC1)c1ccc(N(C)C)cc1)OC(=O)CC2c1ccc(N(C)C)cc1 (stereo unspecified) do in these assays?
N370S GC: -1%; FEN1 inhibitor: 6%

Results for O=CNc1ccc2c(c1)Cc1cccc(NC=O)c1-2 ?
DT40 TDP1 CPT: 15%; FEN1 inhibitor: 6%

How did CCOC(=O)c1sc2ncnc(OC)c2c1C do in these assays?
N370S GC: 12%; DT40 TDP1 CPT: 0%; FEN1 inhibitor: -1%

Results for COc1ccccc1N1CCN(C(=O)c2cc(-c3cccc(Cl)c3)on2)CC1 ?
N370S GC: 11%; DT40 TDP1 CPT: inconclusive; FEN1 inhibitor: -6%

How did Cc1ccc2c(c1)N(CC(=O)N1CCC(C)CC1)C(=O)c1cccnc1O2 do in these assays?
N370S GC: -10%; DT40 TDP1 CPT: 1%; FEN1 inhibitor: 20%

How did O=C(CSc1nc(-c2cccs2)nc2cc(=O)[nH]n12)Nc1ccccc1F do in these assays?
N370S GC: 0%; DT40 TDP1 CPT: -3%; FEN1 inhibitor: 10%

How did CN1CCC(C(=O)C(=O)O)C1=O (stereo unspecified) do in these assays?
DT40 TDP1 CPT: inconclusive; FEN1 inhibitor: 0%

Screens: PubChem, National Center for Advancing Translational Sciences (NCATS)

These rows are one share of the data. The share of hits here may be higher or lower than overall.
